# HDAC3 inhib = blocks human histone deacetylase 3; O15379; recombinant HDAC3, fluorogenic peptide/trypsin coupled, fluorescence; inhibition, % at 8.3 µM; hit rate 0.15% among 320,000; AID 2718; in the data active means inhibition above about 26%, passing the limit was not always enough
# TRPC4 potent = allosteric potentiators of mouse TRPC4 channel; HEK293 TRPC4beta/mu-opioid, DAMGO EC20, Fluo-4 Ca2+ flux; hits give high values; B-score at 10 µM; hit rate 0.42% among 310,000;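 active means B-score of calcium response area above 5 SD of library B-scores, with initial fluorescence ratio within 5 SD of library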;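 further: B-score of integrated fluorescence ratio over time as area under calcium response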
# hERG protect = shields human hERG channel from block by proarrhythmic agents; Q12809; CHO-hERG, FluxOR thallium flux, dofetilide IC70 present; activation (rescue from dofetilide block), less the hit threshold, % at 10 µM; hit rate 0.51% among 310,000; AID 1511;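 active means activation above the mean of controls blocked by dofetilide plus 5 SD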;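 further: thallium influx through hERG after potassium depolarization seen as dye fluorescence rise; in these data hits start at about 4.7%; inactives centre near -7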
# KCNQ1 inh = human KCNQ1 channel inhibition; CHO-K1 KCNQ1, FluxOR thallium flux fluorescence; hits give high values; hit rate 1.3% among 310,000; B-score at 10 µM; P51787;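 active means compounds whose thallium flux B-score, printed positive for inhibition, exceeds three library SD while starting fluorescence stays within three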;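 further: channel opened by potassium depolarization with thallium stimulus after 20 min compound exposure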
# Target sequence (P51787 whole entry, looked up): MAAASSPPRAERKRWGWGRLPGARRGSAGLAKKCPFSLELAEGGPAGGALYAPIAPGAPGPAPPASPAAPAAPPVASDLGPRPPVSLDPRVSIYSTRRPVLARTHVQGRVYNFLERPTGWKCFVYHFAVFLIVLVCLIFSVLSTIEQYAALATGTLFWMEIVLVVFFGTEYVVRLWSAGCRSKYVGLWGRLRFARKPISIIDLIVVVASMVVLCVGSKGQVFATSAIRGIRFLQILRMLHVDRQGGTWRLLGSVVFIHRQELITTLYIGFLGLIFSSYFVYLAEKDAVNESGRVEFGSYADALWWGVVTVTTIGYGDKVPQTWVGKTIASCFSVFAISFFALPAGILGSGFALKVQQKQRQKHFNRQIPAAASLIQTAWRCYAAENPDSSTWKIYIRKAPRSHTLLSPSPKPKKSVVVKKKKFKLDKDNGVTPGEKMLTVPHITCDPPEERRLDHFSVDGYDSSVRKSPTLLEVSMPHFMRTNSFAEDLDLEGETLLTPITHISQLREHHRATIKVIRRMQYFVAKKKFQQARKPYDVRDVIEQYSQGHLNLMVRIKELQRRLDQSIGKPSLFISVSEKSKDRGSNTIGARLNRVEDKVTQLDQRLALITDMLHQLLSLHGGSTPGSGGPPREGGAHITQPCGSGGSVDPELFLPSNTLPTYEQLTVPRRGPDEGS
# KCNK3 inh = human KCNK3 channel inhibition, primary screen; CHO-KCNK3 thallium flux, FluxOR fluorescence; hits give low values; B-score at 10 µM; hit rate 0.84% among 340,000;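 active means B-score under library mean minus 4 SD, starting fluorescence ratio at most library mean plus 5 SD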;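 further: more negative B-score means stronger inhibition of thallium flux through KCNK3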
# Target sequence (O14649 whole entry, looked up): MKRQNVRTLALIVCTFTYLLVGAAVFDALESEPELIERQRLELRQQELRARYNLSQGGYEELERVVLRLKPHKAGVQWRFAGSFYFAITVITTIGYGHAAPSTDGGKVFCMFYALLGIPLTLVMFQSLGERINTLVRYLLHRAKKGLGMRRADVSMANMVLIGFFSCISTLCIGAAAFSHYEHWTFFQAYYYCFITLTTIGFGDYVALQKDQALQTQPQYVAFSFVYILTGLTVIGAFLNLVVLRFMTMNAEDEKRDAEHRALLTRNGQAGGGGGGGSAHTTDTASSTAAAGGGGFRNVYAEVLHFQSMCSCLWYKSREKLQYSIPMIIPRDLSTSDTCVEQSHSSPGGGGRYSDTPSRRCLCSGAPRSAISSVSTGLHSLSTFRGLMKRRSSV
# KCNK9 block = blocks the human KCNK9 two-pore domain potassium channel. Q9NPC2. HEK293 KCNK9, FluxOR thallium flux fluorescence; hits give low values. B-score at 10 µM. hit rate 1.2% among 310,000. AID 488922;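 active means ratio B-score over 3 SD below the library mean, with starting fluorescence within 5 SD of its mean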;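 further: negative B-score means less thallium flux so channel inhibition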
# TMEM16A inh = inhibitors of mouse TMEM16A calcium-activated chloride channel. Q8BHY3. hit rate 1.2% among 310,000. normalized B-score (activity score, 25-100; higher = stronger inhibition) at 10 µM. HEK293 TMEM16A/YFP iodide influx fluorescence, ionomycin;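 active means ratio plate-corrected score three or more library SD toward inhibition, starting fluorescence score within five deviations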;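 further: score derived from kinetic fluorescence span divided by baseline fluorescence per well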
# TMEM16A act = activates or potentiates the mouse TMEM16A chloride channel; Q8BHY3; HEK293 TMEM16A/YFP-H148Q/I152L, iodide quench fluorescence; hits give low values; B-score at 10 µM; hit rate 0.3% among 340,000;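 active means fluorescence-ratio B-score plate-corrected deviation score at least 3 library SD below zero, with starting fluorescence score within 5 deviations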;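 further: channel opened by trigger with iodide after compound preincubation; score built on the fluorescence ratio of max minus min over baseline; more negative score means more quench and so TMEM16A activation or potentiation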
# TRPC4 agonist = activators of mouse TRPC4 channel | B-score at 10 µM | HEK293 TRPC4beta/mu-opioid, Fluo4 calcium fluorescence; hits give high values | hit rate 0.49% among 310,000 | Q9QUQ5;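 active means B-score above 5 SD of library B-scores, and initial fluorescence ratio not above library mean plus 5 SD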;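 further: positive B-score marks a calcium rise read as TRPC4 activation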
#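 system = HEK293 cells stably co-expressing mouse TRPC4beta and mu-opioid receptor | schedule = Fluo4 dye loading 45 min at room temperature, 110 s recording | measure = B-scored integrated calcium fluorescence ratio | signal = Fluo4 calcium-sensitive dye fluorescence, kinetic, 1 Hz baseline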
# DYRK1A inh = inhibitors of rat Dyrk1A kinase; hit rate 0.43% among 310,000; AID 504441; inhibition, % at 12.5 µM; ADP-Glo luminescence, NFATc1 peptide; in the data active means inhibition above about 50%;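 further: plate controls were vehicle with enzyme for no effect and no enzyme for full effect; many of its hits are not listed in these tables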
# KCNQ1 pot = human KCNQ1 channel potentiation or activation; P51787; CHO-K1 KCNQ1, thallium flux FluxOR fluorescence; hits give high values; B-score at 10 µM; hit rate 0.35% among 310,000;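 active means fluorescence ratio B-score, a plate-corrected score, at least three library SD, with initial intensity B-score within 5 SD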
#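 Assay system: CHO-K1 cells stably expressing KCNQ1; Medium: assay buffer with matched DMSO; Also added: K+/Tl+ depolarizing stimulus; Dosing: single dose; Timing: dye 90 min, compound 20 min, room temperature; Measured by: kinetic FluxOR thallium fluorescence, 10-s 1-Hz baseline, 110-s post-stimulus read; Read-out: peak-minus-minimum fluorescence over initial fluorescence, negative-control normalized, B-scored.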
# The depositor's hits bear a star; i = inactive; / = no result given. An excerpt. The share of hits here may be higher or lower than overall.
SMILES,HDAC3 inhib,TRPC4 potent,hERG protect,KCNQ1 inh,KCNK3 inh,KCNK9 block,TMEM16A inh,TMEM16A act,TRPC4 agonist,DYRK1A inh,KCNQ1 pot
CN1CCN(C(=S)c2cn(CCOc3ccccc3)c3ccccc23)CC1,14,i,-20,i,i,i,i,i,i,2,i
NNC(=O)c1ccc(Cl)cc1Cl,0,i,-5,i,i,i,i,i,i,2,i
Cc1nc(SCC(N)=O)[nH]c(=O)c1Cc1ccc(OC(C)C)cc1,5,i,-3,i,i,i,i,i,i,-6,i
COc1ccc(/C=C2\N=C3CCCN3C2=O)cc1,/,i,-8,i,i,i,i,i,i,18,i
Cc1ccc(C(=O)NC(=S)Nc2ccc(N3CCOCC3)cc2)cc1,-1,i,-11,i,i,i,i,i,i,2,i
Cc1cc(C)c(S(C)(=O)=O)c(NN)n1,-4,i,-5,i,i,i,i,i,i,-1,i
NC(=S)c1c(Cl)cc(C(F)(F)F)cc1Cl,-4,i,-5,i,i,i,i,i,i,/,i
Cn1nc(C(F)(F)F)c(-c2ccc(F)cc2)c1NC(=O)CSCC(=O)O,1,i,-8,i,i,i,i,i,i,/,i
O=C(Cn1cnc2ccccc21)N/N=C/c1ccc([N+](=O)[O-])cc1,-1,i,-8,i,i,i,i,i,i,5,i
COc1ccc(-n2nc(C(=O)NCC(=O)NC3CCCCCC3)c3ccccc3c2=O)c(OC)c1,-4,i,-6,i,i,i,i,i,i,1,i
Cc1cc(C)n2c(SCC(=O)Nc3ccc(F)cc3)nnc2n1,-3,i,-6,i,i,i,i,i,i,1,i
O=C(c1ccc2ccccc2c1)N1CCOCC1,1,i,-7,i,i,i,i,i,i,-4,i
Cc1ccccc1CC1SC(N)=NC1=O (centres undefined),1,i,-7,i,i,i,i,i,i,-2,i
CCN(CC)S(=O)(=O)c1cc(C(=O)Nc2cc(Cl)ccc2N2CCN(C)CC2)ccc1Cl,6,i,-26,i,i,i,i,i,i,-2,i
O=C(NC1CCCCC1)C(c1ccc(F)cc1)N(CCCN1CCOCC1)C(=O)c1ccc(CN2CCOCC2)o1 (centres undefined),-3,i,-7,i,i,i,i,i,i,3,i
N#CC1=C(N)N(c2ccccc2Sc2ccccc2)C(=O)C1,-1,i,-4,i,i,i,i,i,i,3,i
CCc1ccc(Nc2cnn(C34CC5CC(CC(CC(=O)O)(C5)C3)C4)c(=O)c2Cl)cc1,4,i,-12,i,i,i,i,i,i,4,i
CSC(=S)N/N=C/c1ccc(Br)cc1,2,i,19*,i,i,i,i,i,i,-1,41*
CC(=O)c1ccc(N2CCN(C(=O)CCCn3c(=O)[nH]c4ccsc4c3=O)CC2)cc1,2,i,-8,i,i,i,i,i,i,12,i
COc1ccc(S(=O)(=O)N2CCOCC2)cc1NC(=O)CN1CCN(C)CC1,-8,i,-12,i,i,i,i,i,i,10,i
Cc1cc(C(=O)CSc2nnc(-c3ccccc3)n2Cc2ccc3c(c2)OCO3)c(C)n1C,4,i,-10,i,i,i,i,i,i,0,i
COc1ccc(N(CC(=O)N/N=C/c2ccc(OC)cc2OC)S(=O)(=O)c2ccccc2)cc1,-3,i,-7,i,i,i,i,i,i,-3,i
Cc1ccccc1NC(=O)COC(=O)CNC(=O)c1sc2ccccc2c1Cl,7,i,-5,i,i,i,i,i,i,-2,i
O=C(CCC(=O)Nc1ccc(Cl)cc1Cl)NNC(=O)[C@@H]1CCCC[C@@H]1C(=O)O,-3,/,/,/,i,/,i,i,/,0,/
O=C(CN(CC1CCCO1)C(=O)CNS(=O)(=O)c1ccc(F)cc1)NC1CCCCC1 (centres undefined),9,i,-4,i,i,i,i,i,i,-1,i

# 2 compounds from above, limited to hERG protect and KCNQ1 pot:
mol	hERG protect	KCNQ1 pot
COc1ccc(N(CC(=O)N/N=C/c2ccc(OC)cc2OC)S(=O)(=O)c2ccccc2)cc1	-7	i
Cc1ccccc1NC(=O)COC(=O)CNC(=O)c1sc2ccccc2c1Cl	-5	i

# Single records (already shown). Order of values: HDAC3 inhib, TRPC4 potent, hERG protect, KCNQ1 inh, KCNK3 inh, KCNK9 block, TMEM16A inh, TMEM16A act, TRPC4 agonist, DYRK1A inh, KCNQ1 pot
# NNC(=O)c1ccc(Cl)cc1Cl is listed with 0, i, -5, i, i, i, i, i, i, 2, i
# O=C(CCC(=O)Nc1ccc(Cl)cc1Cl)NNC(=O)[C@@H]1CCCC[C@@H]1C(=O)O is listed with -3, /, /, /, i, /, i, i, /, 0, /
# O=C(CN(CC1CCCO1)C(=O)CNS(=O)(=O)c1ccc(F)cc1)NC1CCCCC1 (centres undefined) is listed with 9, i, -4, i, i, i, i, i, i, -1, i
# Cc1cc(C)c(S(C)(=O)=O)c(NN)n1 is listed with -4, i, -5, i, i, i, i, i, i, -1, i
# N#CC1=C(N)N(c2ccccc2Sc2ccccc2)C(=O)C1 is listed with -1, i, -4, i, i, i, i, i, i, 3, i

# The results go on:
SMILES,HDAC3 inhib,TRPC4 potent,hERG protect,KCNQ1 inh,KCNK3 inh,KCNK9 block,TMEM16A inh,TMEM16A act,TRPC4 agonist,DYRK1A inh,KCNQ1 pot
O=Cc1cccc(Oc2ncccn2)c1,-4,i,-12,i,i,i,i,i,i,-3,i
Cc1cc(C)c(OCC(O)CN2CCN(c3ccccn3)CC2)c(C)c1 (centres undefined),0,i,-4,i,i,i,i,i,i,-3,i
COc1ccc(-n2nc(C(=O)NCC(=O)N3CCN(c4ccccn4)CC3)c3ccccc3c2=O)cc1,6,i,-25,i,i,i,i,i,i,2,i
Cc1cccc(C2(c3cccc(C)c3)CC2C(=O)Nc2ccc([N+](=O)[O-])cc2O)c1 (centres undefined),5,i,-5,i,i,i,100*,i,i,/,i
CCOC(=O)N1CCC(N2CCCC(C(=O)c3cc(F)ccc3OC)C2)CC1 (centres undefined),3,i,-10,i,i,i,i,i,i,4,i
CC1CCN(CCC(=O)N2CCCc3c2c(=O)oc2ccc(O)cc32)CC1,0,i,-10,i,i,i,i,i,i,14,i
Cc1noc(C(=O)Nc2cccnc2)c1Cl,0,i,-7,i,i,i,i,i,i,2,i
COc1ccc(S(=O)(=O)Nc2ccccc2C(=O)N2CCOCC2)cc1Br,-3,i,-10,i,i,i,i,i,i,/,i
Cn1c(=O)c2sccc2n(Cc2ccc(Br)cc2)c1=O,0,i,-5,i,i,i,i,i,i,/,i
COc1cccc(NC(=O)c2ccc(OC(F)(F)F)cc2)c1,-1,/,/,/,i,/,i,i,/,-2,/
Cc1c(C(=O)N2CCCCC2)c(S(=O)(=O)N2CCC(C)CC2)c(C)n1C,2,i,-4,i,i,i,i,i,i,2,i
NC(Cc1c[nH]c2ccccc12)C(=O)NCc1ccccc1 (centres undefined),4,i,0,i,i,i,i,i,i,1,i
COC(=O)C1=C(C)N(c2cc(Cl)cc(Cl)c2)C(=O)C1,3,i,-8,i,i,i,i,i,i,4,i
O=C(NCCCn1ccnc1)c1csc2ccccc12,0,i,-8,i,i,i,i,i,i,1,i
O=C(O)CC1(CC(=O)NCc2cc(F)cc3c2OCOC3)CCCCC1,1,i,-5,i,i,i,i,i,i,7,i
CC(C)CNC(=O)c1cc(=O)[nH]c2ccc(S(=O)(=O)Nc3ccc(F)cc3)cc12,3,i,-4,i,i,i,i,i,i,-2,i
O=C1NC(c2ccc3c(c2)OCO3)Oc2ccccc21 (centres undefined),-3,i,-11,i,i,i,i,i,i,5,i
COC(=O)c1ccc(/C=N/NC(=O)C2CC(=O)N(c3ccc(OC)cc3)C2)cc1 (centres undefined),5,i,-6,i,i,i,i,i,i,1,i
c1ccc(-c2ccc(-n3ccnc3)cc2)cc1,2,i,4,i,i,i,i,i,i,/,i
O=C(Nc1ccc(S(=O)(=O)NCC2CCCO2)cc1)c1cccc(F)c1 (centres undefined),10,i,-3,i,i,i,i,i,i,0,i
COC(=O)c1c(N)c(C#N)c(C)n1-c1ccccc1,3,i,-4,i,i,i,i,i,i,1,i
O=C(c1ccncc1)N1CCN(CCc2ccccc2)CC1,-2,i,-9,i,i,i,i,i,i,-2,i
COc1cc2c(c(OC)c1)C(c1cccc(OC)c1OC)CC(=O)N2 (centres undefined),5,i,-5,i,i,i,i,i,i,5,i
CCC(C)(C)n1nnnc1C(c1cc2cc(C)cc(C)c2[nH]c1=O)N1CCCC1 (centres undefined),1,/,/,/,i,/,i,i,/,3,/
Cc1ccc(S(=O)(=O)Cc2cn3cccnc3n2)cc1,/,i,-11,i,i,i,/,i,i,7,i
# The list continues.
SMILES,HDAC3 inhib,TRPC4 potent,hERG protect,KCNQ1 inh,KCNK3 inh,KCNK9 block,TMEM16A inh,TMEM16A act,TRPC4 agonist,DYRK1A inh,KCNQ1 pot
O=C(Nc1cccc(Cl)c1)NC1(C(=O)NCc2cccs2)CCCCC1,-2,i,-4,i,i,i,i,i,i,-6,i
CCOc1ccc(CCNC(=O)c2cccc(S(=O)(=O)N3CCCC3)c2)cc1OCC,5,i,-10,i,i,i,i,i,i,-5,i
CCc1ccc(C(=O)c2cncc(Br)c2)cc1,-1,i,-10,i,i,i,i,i,i,-2,i
COc1ccc(-c2c3c(nc4sc5c(=O)[nH]c(C)nc5c24)CCC3)cc1,-12,i,-10,i,i,i,i,i,i,-16,i
CC(NS(=O)(=O)c1ccc2c(c1)CC(=O)N2C)c1ccccc1 (centres undefined),-1,i,-9,i,i,i,i,i,i,1,i
CC1CCCC(NC(=O)c2cccc(S(=O)(=O)N3CCCCC3)c2)C1C (centres undefined),0,i,-7,i,i,i,i,i,i,-9,i
O=C(Nc1ccc2oc(-c3cccnc3)nc2c1)c1cc2ccccc2o1,0,i,-7,i,i,i,i,i,i,-12,i
COc1ccc(N(C)S(=O)(=O)c2cccc(C(=O)OCC(=O)Nc3sc4c(c3C#N)CCCCC4)c2)cc1,8,i,-6,i,i,i,i,i,i,-3,i
CC(C)N=C1NN=C(c2cccs2)C(CC(=O)O)S1 (centres undefined),/,i,-2,i,i,i,i,i,i,-2,i
CCc1ccccc1NC(=O)C1CCN(S(C)(=O)=O)CC1,-2,i,-11,i,i,i,i,i,i,/,i
O=C(CSCc1ccccc1)N/N=C/c1ccccc1OCc1ccccc1,4,i,-14,i,i,i,i,i,i,17,i
O=C1/C(=C\Nc2ccccc2)CCN1c1ncccn1,2,i,-8,i,i,i,i,i,i,3,i
O=C(Nc1ccc2c(c1)OCCO2)C(c1ccc(F)cc1)N1CCCCC1 (centres undefined),1,i,-3,i,i,i,i,i,i,7,i
C=C(C)COc1ccc2c(CC)cc(=O)oc2c1C,-2,i,-5,i,i,i,i,i,i,-2,i

# From PubChem BioAssay
